E coli WT exp – growth inhibitors of wild-type E. coli, primary screen, strain BW25113, expanded library, OD600. OD600 absorbance. growth inhibition, % at 100 µM. 98,000 tested, 0.15% active;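 active = growth inhibition above about 50% at one test dose, limit read from the data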;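 also: growth measured after 20 h incubation at 37 °C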
PostGolgi ctrl – growth inhibition of yeast control strain, primary screen, counter-screen for post-Golgi transport modulator project | inhibition, % at 10 µM | AID 738, 2007 | 98,000 tested, 5% active | efflux-deficient yeast background strain, growth absorbance A615, 16 h
HUVEC inhibit – inhibitors of HUVEC proliferation, primary screen, cell-based, 384-well | 86,000 tested, 1.1% active | CellTiter-Glo luminescence, 72 h; stronger effect = lower value | viability, % at 10 µM (by protocol) | AID 648, 2007;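 active = viability at or below 30%; inactive = viability above 30%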;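 also: 100% = median luminescence of DMSO-only cell control wells on each plate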
PostGolgi yeast – phenotypic screen on post-Golgi transport, primary screen | post-Golgi transport phenotypic cell assay | inhibition, % at 10 µM | 98,000 tested, 0.9% active;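 also: yeast cells grown in 1536-well plates; yeast grown about 18 h at 30C before absorbance read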
hDAT+cocaine – changed hDAT dopamine uptake under cocaine IC80, either direction, primary screen, cocaine antagonist project, cell-based, LLC-PK1 hDAT, [14C]-dopamine uptake, MLSMR | Sodium-dependent dopamine transporter (Homo sapiens), Q01959 | LLC-PK1 hDAT cells, [14C]-dopamine uptake with cocaine IC80; actives deviate in either direction | B-score at 10 µM | 110,000 tested, 1.3% active;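 active = Z score or B-score, a plate-position-corrected score, falls beyond the plate's 99.7% confidence bounds, in either direction; inactive = both scores lie inside the 99.7% bounds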;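 also: scored against the spread of the other compound wells on the same plate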
Target sequence (Q01959 whole entry, looked up): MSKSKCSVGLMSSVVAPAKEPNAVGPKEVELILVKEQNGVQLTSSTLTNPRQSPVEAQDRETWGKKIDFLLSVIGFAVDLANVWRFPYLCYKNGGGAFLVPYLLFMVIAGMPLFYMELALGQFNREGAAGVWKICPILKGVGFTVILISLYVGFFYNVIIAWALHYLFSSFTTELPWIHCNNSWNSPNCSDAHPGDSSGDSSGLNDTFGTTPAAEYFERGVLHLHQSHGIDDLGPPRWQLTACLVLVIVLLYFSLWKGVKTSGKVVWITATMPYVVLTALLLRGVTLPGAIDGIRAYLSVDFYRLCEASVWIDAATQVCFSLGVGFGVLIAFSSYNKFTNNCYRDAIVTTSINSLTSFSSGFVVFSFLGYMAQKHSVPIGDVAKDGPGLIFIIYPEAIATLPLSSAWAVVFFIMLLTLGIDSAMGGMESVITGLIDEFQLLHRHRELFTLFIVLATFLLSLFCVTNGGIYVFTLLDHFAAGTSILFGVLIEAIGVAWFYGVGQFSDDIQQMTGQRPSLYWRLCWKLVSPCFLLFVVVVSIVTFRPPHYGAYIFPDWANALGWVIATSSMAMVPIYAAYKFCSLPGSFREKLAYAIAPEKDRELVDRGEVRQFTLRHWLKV
Lung fibro prol – antiproliferative effect on LL 47 fibroblasts – human, LL 47 cells, CellTiter-Glo luminescence, primary screen | LL 47 human lung fibroblast viability, ATP luminescence; stronger effect = lower value | viability, % at 10 µM | 85,000 tested, 1.1% active | AID 719, 2007;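 active = viability at or below 50% in the single dose screen; inactive = viability above 50%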;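 also: compound exposure lasted 72 h before the ATP readout; 100% = median luminescence of untreated cell-only wells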
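material = human LL 47 lung fibroblast cells | dosing = compounds added from tenfold dosing solution, 0.1% DMSO final | timing = overnight cell rest, 72 h compound treatment at 37 °C | measured by = CellTiter-Glo luminescence measuring cellular ATP | evaluation = % viability versus median cells-only luminescence | control set = cell-only wells, no compound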
H69AR inhibit – proliferation blockers of H69AR lung cancer cells, primary screen, cell-based, human, 86K library; AID 598, 2007; viability, % at 10 µM; 85,000 tested, 6% active; H69AR lung tumor viability, ATP luminescence, 72 h; stronger effect = lower value;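 active = viability at or below 40%; inactive = viability above 40%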;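 also: multidrug resistant small cell line overexpressing MRP-1 efflux transporter; 100% = mean luminescence of untreated control wells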
S1P2 antag – human S1P2 receptor antagonists, primary screen, cell-based | inhibition, % at 5 µM | Sphingosine 1-phosphate receptor 2 (Homo sapiens), O95136 | cell-based S1P2 antagonist assay, inhibition at 5 uM | 97,000 tested, 0.21% active; in the data active = inhibition above about 45%;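 also: CRE beta-lactamase reporter cells expressing human S1P2 stimulated with S1P; 0% = agonist at EC80 alone and 100% = agonist plus reference antagonist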
Target sequence (O95136 whole entry, looked up): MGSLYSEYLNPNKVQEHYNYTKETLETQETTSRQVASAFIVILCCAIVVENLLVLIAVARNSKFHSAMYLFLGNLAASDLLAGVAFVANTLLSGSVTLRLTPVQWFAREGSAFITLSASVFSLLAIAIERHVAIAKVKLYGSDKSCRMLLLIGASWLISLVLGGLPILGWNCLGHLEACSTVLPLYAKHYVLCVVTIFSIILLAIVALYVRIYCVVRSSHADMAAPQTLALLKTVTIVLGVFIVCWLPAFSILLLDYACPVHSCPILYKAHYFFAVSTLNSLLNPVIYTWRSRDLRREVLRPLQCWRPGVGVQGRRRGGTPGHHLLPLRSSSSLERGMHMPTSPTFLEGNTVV
S1P2 ag – S1P2 receptor agonists, primary screen, cell-based. Sphingosine 1-phosphate receptor 2 (Homo sapiens), O95136. S1P2-expressing cell line, agonist reporter read-out. activation, % at 4.5 µM. 97,000 tested, 0.46% active; in the data active = activation above about 16%;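 also: 0% = vehicle low control and 100% = maximal reference agonist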
* = called active by the depositor. Rule as the data show it, unless noted: active = inhibition above about 30%; inactive = the rest.

CC(=O)NC12CC3CC(C1)CC(C(=O)OCC(=O)Nc1ncc(Cl)cc1Cl)(C3)C2 was read as E coli WT exp 7, PostGolgi ctrl 13, HUVEC inhibit 90, PostGolgi yeast -1, hDAT+cocaine -0.9, Lung fibro prol 98, H69AR inhibit 83, S1P2 antag 14 and S1P2 ag -3.
Screening Cc1cc(C)c2cc(CN(Cc3cccnc3)C(=O)c3ccc(F)cc3)c(Cl)nc2c1 returned E coli WT exp 6, PostGolgi ctrl 10, PostGolgi yeast -4, hDAT+cocaine 1.4, S1P2 antag -36 and S1P2 ag 2.
Cc1ccc(S(=O)(=O)CC(=O)c2ccc(C)c([N+](=O)[O-])c2)cc1 was read as E coli WT exp 3, PostGolgi ctrl -2, PostGolgi yeast -11, hDAT+cocaine -0.36, S1P2 antag 9 and S1P2 ag -2.
Screening COc1cc(C(=O)N2CCC(NC(=O)C(Cc3ccc(C(C)C)cc3)NC(C)=O)CC2)cc(OC)c1OC (configuration not stated) returned E coli WT exp 3, PostGolgi ctrl 4, HUVEC inhibit 100, PostGolgi yeast 5, hDAT+cocaine 0.68, Lung fibro prol 91, H69AR inhibit 60, S1P2 antag 1 and S1P2 ag -7.
For COc1ccc(C2=NOC(C(=O)NCc3ccc(F)cc3)C2)cc1 (configuration not stated) the results were E coli WT exp -5, PostGolgi ctrl 8, HUVEC inhibit 59, PostGolgi yeast -4, Lung fibro prol 85, H69AR inhibit 74, S1P2 antag 2 and S1P2 ag 6.
For O=C(O)c1c(Cl)c(Cl)c(Cl)c(Cl)c1C(=O)N1CCCC1 the results were E coli WT exp 1, PostGolgi ctrl 22, HUVEC inhibit 96, PostGolgi yeast 15, hDAT+cocaine -0.014, Lung fibro prol 98, H69AR inhibit 96, S1P2 antag -11 and S1P2 ag -3.
Screening Cc1ccc(Cn2c(S(=O)(=O)O)nc3ccccc32)cc1 returned E coli WT exp 9, PostGolgi ctrl 3, HUVEC inhibit 95, PostGolgi yeast 0, hDAT+cocaine 0.032, Lung fibro prol 106, H69AR inhibit 85, S1P2 antag 10 and S1P2 ag -5.
Screening COc1ccc(NC(=O)c2ccc3snnc3c2)cc1 returned HUVEC inhibit 98, hDAT+cocaine -2.9*, Lung fibro prol 103, H69AR inhibit 92, S1P2 antag -20 and S1P2 ag -5.
`CCOC(=O)C1CCN(S(=O)(=O)c2c(C)n(C)c(=O)n(C)c2=O)CC1` gave E coli WT exp 6, PostGolgi ctrl -1, HUVEC inhibit 107, PostGolgi yeast 2, hDAT+cocaine 0.95, Lung fibro prol 109, H69AR inhibit 107, S1P2 antag -17 and S1P2 ag -5.
Cc1cc(C)cc(N(CC(=O)NCc2ccco2)C(=O)c2snc(C(N)=O)c2N)c1 was read as HUVEC inhibit 97, hDAT+cocaine 0.031, Lung fibro prol 107, H69AR inhibit 85, S1P2 antag -17 and S1P2 ag -7.
Screening Cn1cccc1Cc1nnc(SCC(=O)NCc2ccccc2Cl)n1-c1ccc(F)cc1 returned E coli WT exp 5, PostGolgi ctrl 17, HUVEC inhibit 95, PostGolgi yeast -23, hDAT+cocaine 1.5, Lung fibro prol 96, H69AR inhibit 67, S1P2 antag 5 and S1P2 ag -3.
For COc1c(Cl)cc(-c2noc(C)c2C(=O)NCCc2ccc(C)cc2)cc1Cl the results were E coli WT exp 1, PostGolgi ctrl 37*, HUVEC inhibit 98, PostGolgi yeast 2, hDAT+cocaine 0.18, Lung fibro prol 91, H69AR inhibit 76, S1P2 antag 0 and S1P2 ag -3.
Screening CCOc1ccc2c(c1)c1nnc(SCC3CCCO3)nc1n2C (configuration not stated) returned E coli WT exp -10, PostGolgi ctrl 16, HUVEC inhibit 76, PostGolgi yeast -3, hDAT+cocaine 1.6, Lung fibro prol 91, H69AR inhibit 104, S1P2 antag -20 and S1P2 ag 1.
For Cc1cccc(NC(=O)CN2C(=O)COc3ccc(Cl)cc32)c1 the results were HUVEC inhibit 105, hDAT+cocaine 0.96, Lung fibro prol 97 and H69AR inhibit 93.
For O=C(CSc1cccc2cccnc12)N1CCCC1 the results were E coli WT exp 11, PostGolgi ctrl 2, HUVEC inhibit 64, PostGolgi yeast -6, hDAT+cocaine -0.32, Lung fibro prol 18* and H69AR inhibit 0.0*.
Screening CCOC(=O)N1CCN(C(=S)NC(C)(C)C)CC1 returned HUVEC inhibit 89, hDAT+cocaine -1.2, Lung fibro prol 95, H69AR inhibit 97, S1P2 antag 1 and S1P2 ag -7.
CCNc1nc(OCCNS(=O)(=O)c2cc(C)ccc2C)nc(N(C)C)n1 was read as E coli WT exp 5, PostGolgi ctrl -4, HUVEC inhibit 100, PostGolgi yeast 15, hDAT+cocaine 1.7, Lung fibro prol 101, H69AR inhibit 82, S1P2 antag 8 and S1P2 ag -3.
Screening Cc1cc(NC(=O)CSc2nc3ccccc3c(=O)n2Cc2ccccc2)no1 returned E coli WT exp -5, PostGolgi ctrl 2, HUVEC inhibit 78, PostGolgi yeast -2, hDAT+cocaine -8.2*, Lung fibro prol 95, H69AR inhibit 98, S1P2 antag 7 and S1P2 ag -5.
Screening O=c1c2ccccc2ncn1CCCOc1ccccc1[N+](=O)[O-] returned E coli WT exp -5, PostGolgi ctrl 8, PostGolgi yeast -4, hDAT+cocaine -0.69, S1P2 antag 4 and S1P2 ag -11.
`Cc1ccc(-c2noc(-c3ccccc3C(=O)N3CCN(C)CC3)n2)cc1` gave E coli WT exp 5, PostGolgi ctrl 4, HUVEC inhibit 92, PostGolgi yeast -4, hDAT+cocaine -0.29, Lung fibro prol 96, H69AR inhibit 79, S1P2 antag 14 and S1P2 ag -8.

Reprinted from the listing (2 entries):
CC(=O)NC12CC3CC(C1)CC(C(=O)OCC(=O)Nc1ncc(Cl)cc1Cl)(C3)C2 was read as E coli WT exp 7, PostGolgi ctrl 13, HUVEC inhibit 90, PostGolgi yeast -1, hDAT+cocaine -0.9, Lung fibro prol 98, H69AR inhibit 83, S1P2 antag 14 and S1P2 ag -3.
Screening Cc1cc(C)c2cc(CN(Cc3cccnc3)C(=O)c3ccc(F)cc3)c(Cl)nc2c1 returned E coli WT exp 6, PostGolgi ctrl 10, PostGolgi yeast -4, hDAT+cocaine 1.4, S1P2 antag -36 and S1P2 ag 2.

(next part)
Screening CCOC(=O)c1ccc(NC(=O)c2cccc(S(=O)(=O)N3CCOCC3)c2)cc1 returned E coli WT exp 0, PostGolgi ctrl 5, HUVEC inhibit 72, PostGolgi yeast -3, hDAT+cocaine 0.71, Lung fibro prol 92, H69AR inhibit 80, S1P2 antag 7 and S1P2 ag -8.
For O=C(Nc1ncccn1)c1cccs1 the results were E coli WT exp 7, PostGolgi ctrl 6, HUVEC inhibit 95, PostGolgi yeast 0, hDAT+cocaine 1.3, Lung fibro prol 107, H69AR inhibit 88, S1P2 antag 10 and S1P2 ag -15.
O=C(CSc1nc(-c2ccco2)cc(C(F)(F)F)n1)Nc1ccccc1C(F)(F)F was read as HUVEC inhibit 63, hDAT+cocaine 0.73, Lung fibro prol 69, H69AR inhibit 26*, S1P2 antag -27 and S1P2 ag 1.
Screening CC1(C)CC(CC(=O)Nc2ccccn2)C(=O)O1 (configuration not stated) returned E coli WT exp 1, PostGolgi ctrl 6, HUVEC inhibit 92, PostGolgi yeast 16, hDAT+cocaine -1.6, Lung fibro prol 104, H69AR inhibit 97, S1P2 antag 5 and S1P2 ag -2.
Screening Cc1ccc(S(=O)(=O)N2CCOCC2)cc1C(=O)N1c2ccccc2Sc2ccccc21 returned E coli WT exp -3, PostGolgi ctrl 19, PostGolgi yeast 22, hDAT+cocaine 0.14, S1P2 antag 3 and S1P2 ag -2.
For O=C(CCc1nc(-c2ccccc2F)no1)NCCN1CCc2ccccc2C1 the results were E coli WT exp 1, PostGolgi ctrl 13, PostGolgi yeast -3, hDAT+cocaine 0.17, S1P2 antag 1 and S1P2 ag -3.
Screening CCc1ccccc1NC(=S)NC1CC2CCC(C1)N2Cc1ccco1 (configuration not stated) returned E coli WT exp 0, PostGolgi ctrl 2, PostGolgi yeast 6, hDAT+cocaine -0.28, S1P2 antag 8 and S1P2 ag -6.
Screening CCOC(=O)c1sc(NS(=O)(=O)c2cc(C)ccc2C)nc1C returned E coli WT exp 11, PostGolgi ctrl 0, HUVEC inhibit 87, PostGolgi yeast -1, hDAT+cocaine -0.2, Lung fibro prol 108, H69AR inhibit 84, S1P2 antag 0 and S1P2 ag -7.
Screening O=C(Nc1ccc2nn(-c3ccccc3)nc2c1)c1cccnc1 returned E coli WT exp 3, PostGolgi ctrl 12, HUVEC inhibit 64, PostGolgi yeast 5, hDAT+cocaine -0.41, Lung fibro prol 101, H69AR inhibit 79, S1P2 antag 13 and S1P2 ag -6.
For CCN(CC)CCCNC(=O)c1sc2nc(-c3ccc(F)cc3)cn2c1C the results were E coli WT exp -7, PostGolgi ctrl 4, HUVEC inhibit 68, PostGolgi yeast 16, hDAT+cocaine 0.16, Lung fibro prol 89, H69AR inhibit 62, S1P2 antag 11 and S1P2 ag -6.
Screening CC(=NCc1ccc2c(c1)OCO2)C1=C(O)c2ccccc2C1=O returned E coli WT exp -8, PostGolgi ctrl -6, HUVEC inhibit 87, PostGolgi yeast 10, hDAT+cocaine 0.34, Lung fibro prol 96, H69AR inhibit 99, S1P2 antag -16 and S1P2 ag -5.
For Cc1ccnc(SCCn2c(Br)nc3c2c(=O)[nH]c(=O)n3C)n1 the results were HUVEC inhibit 98, hDAT+cocaine 1.2, Lung fibro prol 103 and H69AR inhibit 99.
`CC(C)CC(c1nnnn1C1CCCC1)N1CCN(c2ccccc2F)CC1` (configuration not stated) gave E coli WT exp -2, PostGolgi ctrl 87*, HUVEC inhibit 104, PostGolgi yeast 72*, hDAT+cocaine 0.7, Lung fibro prol 85, H69AR inhibit 96, S1P2 antag -3 and S1P2 ag -8.
Screening Cc1nn(C)cc1CNC(=O)COc1ccc(Cl)cc1Cl returned HUVEC inhibit 112, hDAT+cocaine 0.34, Lung fibro prol 94, H69AR inhibit 92, S1P2 antag -9 and S1P2 ag -11.
Screening CCC(=O)c1ccc(OCC(=O)N2CCc3cc(OC)c(OC)cc3C2)cc1 returned E coli WT exp -5, PostGolgi ctrl 0, HUVEC inhibit 105, PostGolgi yeast -17, hDAT+cocaine -0.69, Lung fibro prol 102, H69AR inhibit 83, S1P2 antag -16 and S1P2 ag -10.
Cc1csc(NC(=O)C2CCC(C)(C(=O)O)C2(C)C)n1 (configuration not stated) was read as E coli WT exp -21, PostGolgi ctrl 3, PostGolgi yeast -4, hDAT+cocaine 0.16, S1P2 antag 25 and S1P2 ag -12.
Screening O=C(N/N=C/c1ccc(OC2CSC2)cc1)c1ccccc1 returned E coli WT exp -4, PostGolgi ctrl 0, PostGolgi yeast -4, hDAT+cocaine -1.1, S1P2 antag -5 and S1P2 ag -4.
Screening COCCN(CC(=O)NC1CCCCC1)C(=O)CSc1nc2ccccc2o1 returned E coli WT exp 3, PostGolgi ctrl 8, PostGolgi yeast -4, hDAT+cocaine -0.36, S1P2 antag -2 and S1P2 ag -3.
For CCOc1ccc(C(O)Cn2c(=N)n(CCN3CCCCC3)c3ccccc32)cc1 (configuration not stated) the results were E coli WT exp -1, PostGolgi ctrl 7, HUVEC inhibit 77, PostGolgi yeast -2, hDAT+cocaine 1.2, Lung fibro prol 79, H69AR inhibit 45, S1P2 antag -17 and S1P2 ag 0.

High-throughput results deposited in PubChem BioAssay by several laboratories.

An unsorted share of the library; about 11% have a hit in one of these screens.
